# Screening results: PubChem, several laboratories
# bIAP inhibitor: blocks bovine intestinal alkaline phosphatase activity | 190,000 tested, under 10 active | AID 1019 | purified bovine IAP, CDP-star luminescence, 30 min | inhibition, % at 20 µM;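 active = over 50% inhibition of intestinal alkaline phosphatase at 20 µM in the single-dose screen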
#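 Assay system: bovine IAP enzyme; medium: DEA buffer 100 mM, pH 9.8, with MgCl2 1.0 mM, ZnCl2 0.02 mM; doses: 20 µM single dose; incubation: enzyme reaction for 30 min at room temperature; detection: CDP-star luminescence signal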
# Diaphorase inh: counter-screen for diaphorase-based assays: diaphorase inhibitors and chemical oxidizers; diaphorase resazurin-to-resorufin fluorescence, NADH, 16 min; bacterial (C. kluyveri) enzyme, not human; inhibition, % at 20 µM; hit rate 0.69% among 190,000; AID 1217;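 active = primary screen inhibition at 20 µM above a set limit, cut at about 50% in these data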;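 also: plate controls were DMSO with full reaction for no effect and wells lacking NADH for full effect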
#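 Detection: fluorescence of resorufin formed from resazurin, Ex 544/Em 590 nm; test system: Clostridium kluyveri diaphorase enzyme; amount: 0.14 U/mL diaphorase, enzyme working solution; times: 16-min room-temperature incubation before reading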
# TNAP inh hi DEA: inhibitors of human TNAP at high phosphate acceptor concentration; P05186; purified TNAP, CDP-star luminescence, 1 M DEA; inhibition, % at 20 µM; hit rate 0.03% among 200,000; AID 1135;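 active = over 50% inhibition of tissue-nonspecific alkaline phosphatase at 20 µM in the single-dose screen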;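 also: plate controls were DMSO wells for no effect and EDTA-quenched wells as full inhibition for full effect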
# bIAP act: increases bovine intestinal alkaline phosphatase activity | purified bovine IAP, CDP-star luminescence, 30 min; hits give high values; fold of DMSO-control signal, blank-subtracted | activation factor at 20 µM | hit rate 0.17% among 200,000 | AID 1016;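 active = activation factor of 2 or more at 20 µM, a signal rise over negative controls twice the positive control's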
# Lmaj promast: inhibitors of Leishmania major promastigote growth; AID 1063; hit rate 9% among 200,000; Leishmania major promastigotes, resazurin fluorescence viability; inhibition, % at 10 µM; in the data active = inhibition above about 50%;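 also: promastigotes grown with compound for 44 hours at 28 °C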
# TNAP act hiacc: increases human TNAP activity under high phosphate acceptor concentration. purified TNAP, CDP-star luminescence, 1 M DEA, 30 min; hits give high values; 0 = EDTA background, 1 = DMSO-only activity. activation factor at 20 µM. 200,000 tested, under 10 active;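 active = activation factor at least 2 at 20 µM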
#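 Assay system: human TNAP; Input: enzyme diluted 1/800 final; Reagent: CDP-star luminogenic substrate at 100 µM final; Timing: 30 min, room temperature; Signal: luminescence; Evaluation: TNAP activation factor scaled between EDTA and DMSO control wells.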
# PMI act hi M6P: increases human PMI activity with near-saturating mannose 6-phosphate; coupled PMI enzyme assay, resazurin fluorescence, 20 min; hits give high values; 1 = untreated enzyme, 0 = substrate-free blank; hit rate 0.34% among 190,000; AID 1216; P34949; activation factor at 20 µM;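 active = activation factor of 2 or more at 20 µM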
# Target sequence (P34949 whole entry, looked up): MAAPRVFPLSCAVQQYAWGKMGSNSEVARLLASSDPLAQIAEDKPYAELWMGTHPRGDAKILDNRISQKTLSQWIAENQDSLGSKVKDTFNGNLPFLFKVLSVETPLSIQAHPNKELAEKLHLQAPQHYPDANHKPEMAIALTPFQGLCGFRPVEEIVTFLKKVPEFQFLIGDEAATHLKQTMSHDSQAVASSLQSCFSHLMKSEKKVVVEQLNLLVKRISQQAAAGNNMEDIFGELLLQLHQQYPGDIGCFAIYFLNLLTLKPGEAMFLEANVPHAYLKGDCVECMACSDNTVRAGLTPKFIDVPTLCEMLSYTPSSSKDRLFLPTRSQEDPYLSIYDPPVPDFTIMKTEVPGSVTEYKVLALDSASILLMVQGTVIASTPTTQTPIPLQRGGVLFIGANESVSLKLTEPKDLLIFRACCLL
#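 Test system: Human PMI in coupled enzyme assay | Input: 15 ng/mL PMI | Medium: HEPES-buffered pH 7.4 with magnesium and detergent | Compound: One concentration, 20 µM, in 1% DMSO | Incubation: Enzyme reaction with compound 20 min at room temperature | Detection: Diaphorase-driven resazurin-to-resorufin fluorescence, excitation 544, emission 590 nm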
# PMI activator: activators of human phosphomannose isomerase; P34949; purified human PMI, coupled resazurin fluorescence, 20 min; hits give high values; 1 = vehicle control, 0 substrate-free wells; activation factor at 20 µM; hit rate 0.005% among 190,000; AID 1214;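 active = activation factor of 2 or more at 20 µM, relative to plate controls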
# Diaphorase act: counter-screen for diaphorase-based assays: diaphorase activators and chemical reducers; Diaphorase/resazurin coupled assay, resorufin fluorescence, 16 min; hits give high values; 1 = vehicle wells, 0 = NADH-free wells; activation factor at 20 µM; hit rate 0.005% among 190,000;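 active = diaphorase activity raised at least twofold by the compound at 20 µM; inactive = activation factor below 2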
#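 Material: purified diaphorase enzyme from Clostridium kluyveri / Medium: HEPES pH 7.4 buffer with MgCl2 and Tween 20 / Schedule: enzyme reaction of 16 min at room temperature / Measured by: resorufin fluorescence, excitation 544 nm, emission 590 nm / Evaluation: rise in resorufin formation, marking diaphorase activation or chemical reduction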
# TNAP inh noacc: TNAP (human) inhibition, acceptor-free conditions | hit rate 0.26% among 200,000 | inhibition, % at 20 µM | purified TNAP, CDP-star luminescence, 30 min;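 active = tissue-nonspecific alkaline phosphatase inhibition above about 50% at 20 µM in the single-dose screen, limit read from the data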;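 also: 0% = DMSO negative control and 100% = EDTA positive control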
# An asterisk follows results filed as active.
SMILES,bIAP inhibitor,Diaphorase inh,TNAP inh hi DEA,bIAP act,Lmaj promast,TNAP act hiacc,PMI act hi M6P,PMI activator,Diaphorase act,TNAP inh noacc
CC(N=C(NC#N)Nc1ccncc1)C(C)(C)C (stereo unspecified),9,-7,-3,0.9,15,1,1.1,1.1,1.1,-10
COC(=O)c1nn(-c2c(C)n(C)n(-c3ccccc3)c2=O)cc1O,4,24,-8,1,-2,1.1,0.9,0.9,0.8,-17
CCOC(=O)N1CCC(N2CC34C=CC(O3)C(C(=O)Nc3ccc(OCC)cc3)C4C2=O)CC1 (stereo unspecified),2,25,-4,1,-7,1,0.9,1,0.7,-14
CCOC(=O)N1CCN(C(=O)CCCn2c(=O)[nH]c3ccccc3c2=O)CC1,5,15,-7,1,-4,1.1,1,1,0.8,-7
COc1ccc(-c2noc(-c3cccc(Cl)c3)n2)cc1OC,9,4,-5,0.9,-5,1.1,1,1,1,-9
CCOCC(=O)Nc1cccc(SC)c1,-11,-11,-3,1.1,-4,1,1,1.1,1.1,-7
O=C(Nc1nnc(CSCc2ccc(F)cc2)s1)c1cccc([N+](=O)[O-])c1,14,11,-5,0.9,8,1.1,1,0.9,0.9,-7
O=C(Cn1ccc([N+](=O)[O-])n1)N1CCc2ccccc21,-2,8,-3,1,-3,1,0.9,1,0.9,-11
CCn1c(CS(=O)Cc2ccc(Cl)cc2Cl)nnc1SCc1c(Cl)cccc1Cl (stereo unspecified),12,23,-3,0.9,-3,1,0.9,0.9,0.8,-7
Cc1ccccc1NC(=O)NCCCN1CCCC1,4,14,-2,1,-4,1,0.9,0.9,0.9,-19
COc1ccc(-c2csc(NCc3ccco3)n2)cc1C,32,20,-3,0.7,-5,1,0.9,0.8,0.8,-9
CC(Oc1ccc(Cl)cc1)c1ccnc(N)n1 (stereo unspecified),-3,-10,-7,1,3,1.1,1,1,1.1,-7
CCOc1c(Br)cc(CNC2CCCCCCC2)cc1OC,-6,11,-2,1.1,60*,1,1,0.9,0.9,-8
CC(Sc1ccc2ccccc2c1)C(=O)NC(N)=O (stereo unspecified),9,20,-4,0.9,5,1,0.9,0.9,0.8,-10
CC(C)Oc1ccc(N2CC(C(=O)Nc3ccc4c(c3)OCO4)CC2=O)cc1 (stereo unspecified),9,12,-5,0.9,-6,1,1,1.1,0.9,-14
Cc1cc2ncn(CC3CC3(Cl)Cl)c2cc1C (stereo unspecified),-3,5,2,1,9,1,1,0.9,0.9,-9
CCCC(=O)Nc1ccccc1NC(=O)c1ccc(OCC)c(OCC)c1,-7,8,-6,1.1,1,1.1,1,1,0.9,-10
CCc1cccc2c1NC(=O)C21N2CCCC2C(C(=O)c2ccc3ccccc3c2)C12C(=O)Nc1ccccc12 (stereo unspecified),5,22,0,1,82*,1,0.9,0.9,0.8,2
Cc1ccc(C(=O)N/C(=C/C=C\c2ccccc2)C(=O)NCc2ccco2)cc1,16,24,-3,0.8,42,1,0.8,0.8,0.8,-15
CCNS(=O)(=O)c1ccc2c(c1)n(C)c(=O)n2C,9,10,-2,0.9,-3,1,1.1,1.1,0.9,-2
COCCNC(=S)N/N=C/c1ccc(OCc2ccc(C(=O)OC)cc2)cc1,-5,3,1,1,-6,1,0.9,0.9,1,0
COc1cc2c(cc1OC)/C(=C/c1ccc(Br)cc1)C(=O)OC2,8,26,-4,0.9,31,1,0.9,0.9,0.7,-8
COc1cccc(CNC(=O)C2CCN(C(=O)N(C)C)CC2)c1,15,16,-5,0.9,-4,1.1,0.9,0.9,0.8,-12
CC(C)(C)c1nnc(NC(=O)c2cccnc2Cl)s1,-6,8,-4,1.1,-7,1,1,0.9,0.9,-2
Nc1nc(-c2ccc3c(c2)CCC(=O)N3)cs1,-2,6,5,1,5,1,0.9,1,0.9,2

# Additional entries.
SMILES,bIAP inhibitor,Diaphorase inh,TNAP inh hi DEA,bIAP act,Lmaj promast,TNAP act hiacc,PMI act hi M6P,PMI activator,Diaphorase act,TNAP inh noacc
Cc1ccccc1C(=O)Nc1sc(C)c(C)c1C(=O)c1ccccc1,9,7,2,0.9,5,1,0.9,0.9,0.9,-2
Fc1ccccc1Cc1nnc2n1N=C(c1ccc(Cl)cc1)CS2,44,9,-5,0.6,-3,1,1,1,0.9,-14
CCc1cc(=O)oc2cc(OCC(N)=O)c(Cl)cc12,15,19,-5,0.9,2,1.1,1,0.9,0.8,-7
Cc1ccc(S(=O)(=O)N2CCN(C3CC(=O)N(CCc4ccccc4)C3=O)CC2)cc1C (stereo unspecified),7,0,-5,0.9,5,1.1,1.1,1,1,12
Cc1nn(Cc2c(Cl)cccc2Cl)c(C)c1N,-14,4,0,1.1,1,1,1.1,1.1,1,-10
COc1ccc(CC(C)N2CCN(c3ccccc3OC)CC2)cc1OC (stereo unspecified),0,10,-1,1,-4,1,0.9,1,0.9,-6
CCn1cc(/C=N/N=C2\CCC3C4CCc5cc(O)ccc5C4CC[C@]23C)c(C)n1 (stereo partly specified),-4,23,-12,1,47,1.1,0.9,0.8,0.8,-9
COc1cc(C)nc(N(C)S(=O)(=O)c2ccccc2Cl)n1,10,17,-6,0.9,9,1.1,0.9,0.9,0.8,-15
Cc1ccc(NC(=O)OC(C)CNC(=O)Oc2cccc(C)c2)cc1 (stereo unspecified),-13,2,-3,1.1,3,1,1,0.9,1,-6
O=C(CN1C(=O)NC2(CCCCC2)C1=O)Nc1ccc(S(=O)(=O)N2CCOCC2)cc1,5,16,2,1,-4,1,0.9,0.9,0.8,-4
O=C1CC(N2CCCc3ccccc32)C(=O)N1c1ccccc1Cl (stereo unspecified),12,5,-2,0.9,-6,1,0.9,1,0.9,-5
O=C1c2ccccc2NC2(CCCC2)N1O,-12,2,0,1.1,-1,1,1.2,1.2,1,-11
C/C(CC(=O)Nc1ccc(Cl)c(Cl)c1)=N\NC(=O)Cc1ccccc1,4,11,0,1,38,1,1.1,0.9,0.9,-16
COc1cccc(NC(=O)/C=C/c2ccccc2[N+](=O)[O-])c1,2,8,1,1,27,1,0.8,0.9,0.9,-5
C/C(CC(=O)NCC(C)C)=N\NC(=O)COc1cc(C)c(Br)cc1Br,11,8,2,0.9,37,1,1,0.9,0.9,1

# Only PMI activator, for some of the entries so far:
compound | PMI activator
CC(Sc1ccc2ccccc2c1)C(=O)NC(N)=O (stereo unspecified) | 0.9
COc1cc2c(cc1OC)/C(=C/c1ccc(Br)cc1)C(=O)OC2 | 0.9

# Whole records as entered above. Screens in order: bIAP inhibitor, Diaphorase inh, TNAP inh hi DEA, bIAP act, Lmaj promast, TNAP act hiacc, PMI act hi M6P, PMI activator, Diaphorase act, TNAP inh noacc
# C/C(CC(=O)NCC(C)C)=N\NC(=O)COc1cc(C)c(Br)cc1Br across the screens: 11, 8, 2, 0.9, 37, 1, 1, 0.9, 0.9, 1
# CC(C)(C)c1nnc(NC(=O)c2cccnc2Cl)s1 across the screens: -6, 8, -4, 1.1, -7, 1, 1, 0.9, 0.9, -2

# Reformatted: two of the compounds above
# Each structure is followed by: bIAP inhibitor | Diaphorase inh | TNAP inh hi DEA | bIAP act | Lmaj promast | TNAP act hiacc | PMI act hi M6P | PMI activator | Diaphorase act | TNAP inh noacc
CCn1cc(/C=N/N=C2\CCC3C4CCc5cc(O)ccc5C4CC[C@]23C)c(C)n1 (stereo partly specified)
    -4 | 23 | -12 | 1 | 47 | 1.1 | 0.9 | 0.8 | 0.8 | -9
COc1cc(C)nc(N(C)S(=O)(=O)c2ccccc2Cl)n1
    10 | 17 | -6 | 0.9 | 9 | 1.1 | 0.9 | 0.9 | 0.8 | -15
